Bioassay records deposited in PubChem BioAssay by several laboratories.
MITF act – MITF TRPM1 promoter activation in melanoma cells; SK-MEL-5 TRPM1-promoter luciferase, 24 h; % of positive control, neutral wells = 0; activation, % at 12.5 µM; 0.75% of 300,000 active;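 active = mean activation of at least 80% with every replicate also reaching 80%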;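 note: 0% = neutral control wells and 100% = parthenolide positive control wells; values of inactives mirror those of a sister screen read the other way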
HTR5A inv ctr – HTR5A inverse agonism, opioid heterodimer counter-screen; P47898; HTR5A cell line, luminescence; inhibition, % at 9.3 µM; 0.083% of 340,000 active; in the data active = inhibition mostly above about 23%, no sharp cut-off; inactive = mostly below about 18%;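 note: 0% = cells with DMSO and 100% = no-cell wells with DMSO; some compounds called inactive have numbers as strong as hits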
SR-BI HDL uptake – blocks mouse SR-BI lipid uptake from DiI-HDL. Q61009. ldlA[mSR-BI] CHO cells, DiI-HDL uptake fluorescence, 3 h. inhibition, % at 12.5 µM. 0.96% of 320,000 active. AID 488896;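 active = mean replicate inhibition of at least 70% and a set share of replicates each scoring 70 or more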;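 note: 0% = median of neutral control wells and 100% = median of positive control wells; values of inactives mirror those of a sister screen read the other way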
NSD2 HMT inh – blocks human histone methyltransferase NSD2; AID 743445; NSD2 peptide methylation, AlphaScreen, 120 min; O96028; 0.54% of 310,000 active; inhibition, % at 12.5 µM; in the data active = inhibition above about 50%
dFosB act – mouse delta FosB homodimer activation; P13346; purified delta FosB, TAMRA-CDK5 oligo fluorescence polarization; percent of positive-control signal above neutral wells; activation, % at 25 µM; 0.99% of 340,000 active; AID 493131;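 active = mean activation above about 17%, with every replicate also reaching it, limit read from the data, passing the limit was not always enough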;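 note: fluorescence polarization rise as delta FosB binds a TAMRA Cdk5 AP-1 oligo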
Target sequence (P13346 whole entry, looked up): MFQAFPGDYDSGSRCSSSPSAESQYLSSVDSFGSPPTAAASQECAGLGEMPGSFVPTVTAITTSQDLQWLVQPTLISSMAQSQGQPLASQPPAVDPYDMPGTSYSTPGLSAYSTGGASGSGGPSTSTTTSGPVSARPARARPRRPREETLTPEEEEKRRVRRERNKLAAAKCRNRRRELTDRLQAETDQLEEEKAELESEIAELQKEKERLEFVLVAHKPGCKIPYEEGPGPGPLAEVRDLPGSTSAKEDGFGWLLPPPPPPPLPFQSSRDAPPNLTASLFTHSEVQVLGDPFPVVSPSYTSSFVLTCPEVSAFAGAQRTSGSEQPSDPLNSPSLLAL
Wnt bcat act – activates Wnt/beta-catenin signaling in a reporter cell assay; activator, plate reader; 1.2% of 300,000 active; activation, % at 9.35 µM; AID 743398; in the data active = activation above about 30%, passing the limit was not always enough;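 note: 0% = neutral control wells and 100% = positive control wells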
PvdQ acylase – P. aeruginosa PvdQ acylase inhibition | purified PvdQ acylase, fluorescence plate reader | inhibition, % at 10 µM | 0.063% of 340,000 active | AID 488965; in the data active = inhibition above about 30%, passing the limit was not always enough;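 note: 0% = vehicle neutral wells and 100% = reference inhibitor wells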
HTR5A ag ctr – activates human HTR5A in OPRM1-OPRD1 agonist counter-screen | P47898 | HTR5A agonist assay, luminescence, cell-based | activation, % at 9.3 µM | 0.61% of 340,000 active | AID 504692; in the data active = activation mostly above about 9.5%, no sharp cut-off; inactive = mostly below about 7.6%;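 note: 0% = cells with vehicle only and 100% = reference agonist; strong numbers were not always called active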
CDK5 inh – blocks human CDK5/p35 kinase activity. Recombinant CDK5/p35, ADP-Glo luminescence, 60 min. inhibition, % at 10 µM. 0.01% of 330,000 active. AID 488839;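 active = highest replicate inhibition of at least 50% and at least 75% of replicates reaching 50%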;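 note: plate controls were DMSO neutral control for no effect and GW8510 at 10 µM for full effect; many of its hits are not listed in these tables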
Target sequence (Q00535 whole entry, looked up): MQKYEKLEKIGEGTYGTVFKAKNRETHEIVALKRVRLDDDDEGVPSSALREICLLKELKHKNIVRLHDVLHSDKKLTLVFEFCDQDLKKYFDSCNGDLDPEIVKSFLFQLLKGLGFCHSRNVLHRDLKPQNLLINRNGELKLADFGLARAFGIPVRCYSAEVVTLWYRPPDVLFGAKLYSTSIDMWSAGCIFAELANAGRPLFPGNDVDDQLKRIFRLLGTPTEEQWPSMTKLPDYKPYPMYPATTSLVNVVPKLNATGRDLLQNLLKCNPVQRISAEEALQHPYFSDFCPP
Target sequence (Q15078 whole entry, looked up): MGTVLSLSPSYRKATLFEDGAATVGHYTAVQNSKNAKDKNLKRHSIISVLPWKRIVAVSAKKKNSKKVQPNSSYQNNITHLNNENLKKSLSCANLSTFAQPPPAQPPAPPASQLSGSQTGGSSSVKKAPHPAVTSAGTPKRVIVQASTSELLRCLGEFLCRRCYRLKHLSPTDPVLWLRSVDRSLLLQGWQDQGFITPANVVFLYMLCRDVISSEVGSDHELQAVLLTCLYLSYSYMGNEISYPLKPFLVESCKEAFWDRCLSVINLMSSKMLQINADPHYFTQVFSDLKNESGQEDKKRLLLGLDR
V-ATPase pHluor – yeast V-ATPase proton transport regulation by pHLuorin; S. cerevisiae, pHLuorin cytosolic pH fluorescence; response, % at 10 µM; 0.37% of 350,000 active; AID 504577; in the data active = response mostly above about 7.3%, no sharp cut-off; inactive = mostly below about 5.4%; note: actives read high; inactives centre near 0; some compounds called inactive have numbers as strong as hits; reference of the scale not given here
* hit, by the source's call; x = not tested or not shown.

SMILES	MITF act	HTR5A inv ctr	SR-BI HDL uptake	NSD2 HMT inh	dFosB act	Wnt bcat act	PvdQ acylase	HTR5A ag ctr	CDK5 inh	V-ATPase pHluor
O=C(Nc1cccc2cccnc12)c1ccc(Cl)cc1	x	-8	-14	-2	-16	5	-4	2	1.2	2
O=C(CN(Cc1ccc2c(c1)OCO2)C(=O)CNS(=O)(=O)c1ccccc1)NCc1ccco1	3	-8	-3	0	-1	x	-10	-1	0.9	0
CN1C(=O)SC(Nc2ccccc2)C1=O (centres undefined)	10	-19	-17	0	3	x	-1	-8	0.2	-3
COCCCN1C(=O)/C(=C/c2ccc(CNS(=O)(=O)c3ccccc3)o2)C(C(=O)OC)=C1C	-14	3	3	-1	-11	0	-7	-1	-0.6	-8
COc1ccc(N(CC(=O)NCc2cccs2)S(=O)(=O)c2cccc(C)c2)cc1	8	3	-17	0	-8	2	-16	-1	0.5	2
CC(=O)c1ccccc1NC(=O)CCNC(=O)c1ccco1	12	-7	x	-3	2	-1	-8	2	-4.7	-2
O=C(COC(=O)/C=C/c1ccccc1)NC1CCCCCC1	6	-1	1	-2	-6	0	-1	0	0.9	-1
COc1cc(CO)c(Br)cc1OCC(N)=O	3	-4	-14	-1	2	-6	-6	1	-0.4	-1
COCCCN1C(=O)C(O)=C(C(=O)c2ccc(C)o2)C1c1cccc(Br)c1 (centres undefined)	2	10	-16	-7	-7	-3	-2	5	-4.1	1
COC(=O)c1c(C#N)c(N)nc2c1CCCC2	16	-1	x	13	7	x	-12	0	1.7	-2
C=CCN1CC(C)/C(=N\O)CC1C (centres undefined)	x	-13	-1	-2	3	0	-12	1	-0.4	0
O=C(O)c1ccccc1C(=O)NNc1cccc(Cl)n1	5	-11	-25	x	8	3	-16	-3	1.1	-1
Cc1ccc(CNS(=O)(=O)c2c(N)n(C)c(=O)n(C)c2=O)cc1	2	16	-7	-2	2	1	-8	1	1.9	-2
CC(C)(C)c1ccc(NC(=O)COC(=O)c2ccc(CN3CCCC3=O)cc2)cc1	22	-7	-6	2	-7	5	6	3	-0.7	1
Cc1cc(C(=O)COC(=O)c2ccco2)c(C)n1Cc1ccco1	-13	15	11	2	-2	-1	3	-6	0.8	1
C#CCOc1ccc(/C=C2/C(=O)N(c3cccc(C(=O)O)c3)N=C2C)cc1OC	x	-23	2	3	-3	1	-6	6	2.5	4
CCCCOc1ccc(C(=O)N/C(=C\c2cccc([N+](=O)[O-])c2)C(=O)OC(C)C)cc1	17	8	40	0	7	x	-23	16*	-2.0	-3
Nc1cnc(Br)cc1Br	-4	-13	-46	x	-2	x	1	-4	0.1	-2
CN(/C=C1/C(=O)CNC1=O)CCO	3	x	-13	-1	1	-1	0	x	-0.2	0
CCOC(=O)N1CCN(S(=O)(=O)c2ccc(C(=O)NNc3nc4cc(C)cc(C)c4s3)cc2)CC1	-54	-45	121*	x	-7	x	2	3	-0.1	-4
CC(C)(C)CNC(=O)c1cccc2c1C(=O)c1ccc(N3CCCC3)cc1S2(=O)=O	2	-9	-14	x	1	-2	11	3	0.8	2
COc1ccc(OC)c(N(CC(=O)N2CCOCC2)S(C)(=O)=O)c1	x	-10	21	-6	1	0	3	3	-0.2	2
COc1ccc(/C=C2\CCn3c2nc2cc(C(=O)O)ccc2c3=O)cc1O	-3	-5	-4	6	-11	x	-10	2	2.1	10*
Nc1cc(=O)[nH]c(SCCSc2ccc(F)cc2)n1	-40	-13	x	-4	8	-5	1	5	0.6	-1
CC(C)c1ccccc1OCC(=O)NCC(c1cccs1)N1CCOCC1 (centres undefined)	-9	-1	x	0	-13	x	-16	0	-0.7	0
Cc1ccc(CNC(=O)C2CC2c2ccccc2)cc1 (centres undefined)	-9	9	-9	1	2	x	1	-3	-1.2	0
Nc1ccc(Cl)cc1C(=O)OCC(=O)NC1CCS(=O)(=O)C1 (centres undefined)	-7	4	-10	-13	4	-2	-10	-1	-0.5	5
Cc1c(C(=O)N(Cc2ccccc2)Cc2cccnc2)cnn1-c1ccc(F)cc1	-17	6	-21	-2	3	-2	7	-3	2.5	-1
C=CC[C@H](CC(=O)OC(C)(C)C)C(=O)OC[C@H]1CCCN1C(=O)[C@H](CC=C)CC(=O)N(CCO)Cc1ccccc1	3	3	0	x	-17	-2	-8	3	0.6	-3
CN(C)S(=O)(=O)Nc1cccc(Br)c1	4	13	x	7	2	-3	3	3	0.2	-2
CCN(CC(=O)Nc1ccccc1C(F)(F)F)C(=O)c1ccc2c(c1)NC(=O)CS2	-1	15	-15	5	-6	-4	-6	-2	-0.8	-3
CN(CCc1ccccc1)C(=O)c1ccc(NC(=O)Cc2cccc(NC(=O)C3CCN(S(=O)(=O)c4cccc([N+](=O)[O-])c4)CC3)c2)cc1	1	1	15	x	1	-3	-14	0	0.4	-2
CNC(=O)[C@@H]1C[C@H]1[C@@H](NC(=O)OCc1ccccc1)c1ccccc1	-8	-3	12	x	2	2	-8	0	0.7	-9
Cc1ccc(OCCn2cc(/C=N/NC(=O)c3ccncc3)c3ccccc32)cc1	3	-11	34	1	-10	-2	-1	3	5.8	2
CCOc1ccccc1CNC(CC)CO (centres undefined)	-10	-2	-15	1	-8	-8	-17	1	-2.6	2
CC(C)C[C@H]1CN=C(N(C)C)N1CCc1cccc(F)c1	20	-24	-18	x	0	-3	3	0	0.0	2
C[C@H](CO)NC(=O)[C@H](C)[C@H]1C[C@]1(C)[C@H](NC(=O)OCc1ccccc1)c1ccccc1	1	11	-5	x	-8	-1	-11	4	-0.1	3
CC(CN1CCOCC1)OC(=O)c1ccc2c(c1)OCCO2 (centres undefined)	31	20	-31	1	-5	5	-11	-8	1.8	3
CCN(CCO)C(=O)C(c1ccccc1)c1ccccc1	5	-4	-17	0	2	x	-8	2	-0.2	1
Cc1ccc(/C=C/C(=O)N2CC(C)CC(C)C2)o1 (centres undefined)	-6	15	-28	1	1	x	3	-7	2.6	-3

Only NSD2 HMT inh, HTR5A ag ctr and PvdQ acylase, for some of the entries so far:
Compound	NSD2 HMT inh	HTR5A ag ctr	PvdQ acylase
CCN(CC(=O)Nc1ccccc1C(F)(F)F)C(=O)c1ccc2c(c1)NC(=O)CS2	5	-2	-6
CN(CCc1ccccc1)C(=O)c1ccc(NC(=O)Cc2cccc(NC(=O)C3CCN(S(=O)(=O)c4cccc([N+](=O)[O-])c4)CC3)c2)cc1	x	0	-14
CNC(=O)[C@@H]1C[C@H]1[C@@H](NC(=O)OCc1ccccc1)c1ccccc1	x	0	-8

Continued.
SMILES	MITF act	HTR5A inv ctr	SR-BI HDL uptake	NSD2 HMT inh	dFosB act	Wnt bcat act	PvdQ acylase	HTR5A ag ctr	CDK5 inh	V-ATPase pHluor
C#CCNC(=O)C1=C[C@H](c2ccc(Br)cc2)C[C@H](OCc2ccc(CO)cc2)O1	4	9	-15	x	-7	-1	-10	-3	1.5	0
CCc1ccc(S(=O)(=O)/N=C2/C=C(Sc3ncn[nH]3)C(=O)c3ccccc32)cc1	-68	17	-3	x	-11	x	14	4	7.1	4
O=C(CCCc1ccccc1)Nc1ccc(S(=O)(=O)N2CCOCC2)cc1	25	5	-11	x	-7	-3	-2	1	-0.5	1
COc1cc(OC)c(C(=O)OCC(=O)Nc2ccc(N3CCOCC3)cc2)cc1OC	-2	16	12	-1	-16	-4	-6	-4	0.9	1
CCc1ccc(NC(=O)CS(=O)CC(=O)Nc2ccc(-n3cnnn3)c(C)c2)cc1 (centres undefined)	8	15	7	5	1	-2	-9	-6	-2.0	-2
O=[N+]([O-])c1ccccc1-n1cnc2ccccc21	0	-8	-11	-1	-2	-12	15	3	1.4	-4
Cc1cccc(COCCN2CCN(S(=O)(=O)c3ccccc3)CCC2=O)c1	3	-13	0	x	-1	-5	2	1	-4.8	-1
CC#CCN(Cc1ccco1)C(=O)C1CCC(=O)N(Cc2ccccc2F)C1 (centres undefined)	7	-1	-17	-1	0	7	-10	-3	0.2	2
CCN(CC)S(=O)(=O)c1ccc2[nH]c(=O)[nH]c2c1	x	-13	-20	x	-1	-2	-15	9.5*	-6.4	1
O=C(CCNC(=O)C1CCN(S(=O)(=O)c2ccc(F)cc2)CC1)NCc1ccc(Cl)cc1	1	19	-10	-8	5	-2	-13	-5	-1.6	3
COc1ccc(OC)c(CNC(=O)COc2cc(=O)n(C)c3ccccc23)c1	x	-9	13	-3	-6	0	-14	-1	-2.0	10
Cc1cc(C)c2c(N)c(C(=O)c3cccc(Cl)c3)sc2n1	3	23	-22	27	3	15	-22	-3	-5.9	0
CCCCc1c(C)c2ccc(OCC(C)=O)cc2oc1=O	78	10	25	1	-20	4	-10	3	-0.7	3
COC(=O)C1=C(C)N(c2cccc(OC)c2)C(=O)/C1=C\c1ccco1	8	-12	9	9	-6	-1	-6	5	-1.2	1
C=CCn1c(SCC(=O)Nc2ccc3c(c2)OCCO3)nc2cc(C(=O)O)ccc2c1=O	2	3	2	-5	3	2	2	-1	0.3	0
O=C(CN1CCC(n2nnc3cc(C(F)(F)F)ccc32)CC1)N1CCc2ccccc21	-3	5	-1	1	-3	x	5	0	1.5	3
O=C(CN1C(=O)c2cccc3cccc1c23)NCC1CCCO1 (centres undefined)	7	3	8	-2	-5	x	-7	1	-1.1	1
Cc1c(Cl)cccc1NC(=O)c1ccc(-n2ccnc2)nc1	x	9	4	0	-2	x	-16	-3	-1.1	2
CSc1ccc(Cl)c(C(=O)NCCOc2cc(C(C)C)ccc2C)c1	13	-22	24	1	10	x	-10	5	-1.2	2
CC(=Nc1ccc(C)cc1)c1sc2ccccc2c1O	27	3	-9	-1	-8	46*	-10	5	-1.9	4
Cc1ccc(OCC(=O)NCCNC(=O)COc2ccc(C)cc2)cc1	x	0	x	0	3	1	-5	0	1.9	2
CCn1nccc1C(=O)Nc1ccc(C(=O)OC(C)C)cc1	x	-6	23	3	-10	12	-14	2	0.1	1
CC(=O)c1ccc(NC(=O)[C@@H]2CCCN2C2=NS(=O)(=O)c3ccccc32)cc1	2	9	-9	-9	-2	3	-8	2	0.0	1
C=CCC(=O)N1CCCC(CNC(=O)c2ccc(-c3ccccc3)cc2)C1 (centres undefined)	23	3	20	12	-6	6	-14	-1	-1.8	2
CCOC(=O)N1CCN(C(=O)c2cc3c(=O)n4ccccc4nc3s2)CC1	-7	9	0	-3	-8	0	-18	2	-2.1	1
O=C(CCCSc1nc2sc3c(c2c(=O)[nH]1)CCC3)NCCCO	-10	7	10	1	-1	0	7	0	1.7	-1
Cc1ccc(-c2nnc(N)s2)cc1	44	-4	-11	-2	5	15	6	2	0.0	0
CN(CC(=O)Nc1ccc(F)c(F)c1F)C(=O)c1ccc(-n2cncn2)c([N+](=O)[O-])c1	-1	-17	3	-1	0	-1	-15	6	1.8	2
C=CCn1c(SCC(=O)NCc2ccccc2)nnc1C1CCCCC1	5	0	-2	0	-17	x	-19	-5	0.1	4
CCN1CCN(C(=O)c2cc(-c3ccco3)nc3ccccc23)CC1	6	12	-1	10	-14	0	-3	-5	-8.4	-3
O=C(COC(=O)c1nc(Cl)ccc1Cl)c1ccc[nH]1	-6	-15	34	0	1	0	-17	-1	2.1	3
O=C1CCS/C(=N\N=C\c2ccc(Cl)cc2Cl)N1	12	8	2	-6	-1	3	-15	3	-1.5	6
CCCc1nn(C)c(C(=O)Nc2ccc3ccccc3c2)c1Cl	43	-10	7	-4	-6	15	-12	5	-3.6	1
Cc1ccc(Oc2ccccc2/C=N/O)cc1	6	-4	-12	5	-2	-1	0	2	0.7	3
CC1CCN(C(=O)C(=O)Nc2sc3c(c2C(N)=O)CC(C)(C)OC3)CC1	-1	12	-12	-5	-9	-2	-12	-1	1.0	1
